Compound activity (PubChem BioAssay)
Pf growth 96h: P. falciparum growth inhibition at 96 hours; P. falciparum luciferase reporter growth, 96 h; Potency, µM (top dose mostly 28.7 µM), for inactives: top-dose activity change, negative = inhibition, most hits filed as inhibitors; 320,000 tested, 6.9% active; note: potency is the fitted concentration of half-maximal effect; % is set by controls: 0 for no effect and ±100 for the full control effect
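Erythrocytes infected with luciferase-expressing P. falciparum were dispensed at 2% hematocrit and 0.05% parasitemia (final), then incubated with compounds 96 hours at 37 C in 5% CO2. Luminescence after detection reagent addition reported growth.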
FBPA Giardia inh: Giardia lamblia aldolase inhibition; purified Giardia FBPA; Potency, µM (titrated, usually from 59.6 µM), for the others: at the highest dose activity, negative = inhibition, usual class: inhibitors; 290,000 tested, 0.71% active; AID 2451; note: potency is the fitted concentration of half-maximal effect; % is set by controls: 0 for no effect and ±100 for the full control effect; nearly all actives have a fitted effect of over 55% in size
Target sequence (A8B2U2 whole entry, looked up): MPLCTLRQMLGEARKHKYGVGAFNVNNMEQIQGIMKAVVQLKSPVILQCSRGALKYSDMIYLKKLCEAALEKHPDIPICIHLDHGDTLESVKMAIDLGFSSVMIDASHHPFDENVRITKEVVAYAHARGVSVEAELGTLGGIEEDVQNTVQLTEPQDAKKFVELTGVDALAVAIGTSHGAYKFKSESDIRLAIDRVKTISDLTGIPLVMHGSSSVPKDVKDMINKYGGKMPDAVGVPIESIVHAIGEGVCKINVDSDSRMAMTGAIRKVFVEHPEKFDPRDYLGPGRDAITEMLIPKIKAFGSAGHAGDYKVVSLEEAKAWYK
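Giardia FBPA (40 nM reagent) was preincubated 10 min at RT with compound (up to 57.5 uM final), then substrate plus GAPDH/TPI/NAD/arsenate coupling system with diaphorase/resazurin was added; resorufin fluorescence (525/598 nm) was read after 20 min.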
Shiga toxin inh: inhibitors of Shiga toxin in Vero cells. inhibition, % at 38.7 µM. Vero cells, Shiga toxin protein synthesis inhibition reporter. 290,000 tested, 9.2% active; in the data active = inhibition mostly above about 28%, no sharp cut-off; inactive = mostly below about 43%; note: 0% is about no effect
Pf growth 48h: P. falciparum growth inhibition at 48 hours (one generation) | P. falciparum luciferase growth in erythrocytes, 48 h | AID 504832 | Potency, µM (series often up to 28.7 µM), without a hit: at the top dose activity change, negative = inhibition, usual class: inhibitors | 310,000 tested, 5.9% active; note: potency is the fitted concentration of half-maximal effect; % is set by controls: 0 for no effect and ±100 for the full control effect
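Luciferase-expressing P. falciparum in infected erythrocytes (2% hematocrit, 0.1% parasitemia final) in RPMI 1640/0.5% Albumax were exposed to compound for 48 hours at 37 C, 5% CO2; growth read as luminescence.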
HCV inh: HCV inhibition | Huh7.5.1 HCVcc-Cre infection, luciferase reporter, 44 h | Potency, µM (titrated, usually from 41.8 µM), without a hit: at the top dose activity change, negative = inhibition, usual class: inhibitors | 340,000 tested, 3.4% active | AID 651820; note: potency is the fitted concentration of half-maximal effect; % is set by controls: 0 for no effect and ±100 for the full control effect
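Compounds are dispensed onto cells plated 4 h earlier at 1,000 per well, with HCVcc-Cre virus (about 0.5 moi) added next. Following 44 h of culture, luminescent signal is measured for 15 sec after 15 min with substrate at room temperature.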
Cycloheximide cs: counter-screen hit for Shiga toxin inhibitors, cycloheximide; cell reporter, cycloheximide protein synthesis inhibition counterscreen; AID 2314; 300,000 tested, 12% active; max response, %; in the data active = max response mostly above about 13%, no sharp cut-off; inactive = mostly below about 14%; note: read at 38.3 µM for the half of the compounds with a filed dose; 0% is about no effect
Active calls of the source: *; ? = inconclusive; / = no result given; & = joins results of further samples; [ ] = remark or other dose. Unless noted, calls come from the whole dose curve; as a rule, active = well fitted curve in the direction sought with a large enough effect; inconclusive = small, poorly fitted or top-dose-only effect, or another doubt; inactive = no such curve, though single readings can be large; an effect the other way counts as inactive or inconclusive.

Compound,Shiga toxin inh,Pf growth 96h,Pf growth 48h,FBPA Giardia inh,Cycloheximide cs,HCV inh
Cc1ccc(NC(=O)c2cc(-c3ccc(C)o3)nc3ccccc23)cc1,-3,-32%,?,-4%,-1,-9%
CCn1c(SCC(=O)N/N=C/C=C/c2ccccc2[N+](=O)[O-])nnc1-c1ccccc1,-1,?,-3%,6%,8,?
CC(C)Oc1ccc(/C=N/NC(=O)C2CCCN2S(=O)(=O)c2ccc(Cl)cc2)cc1 (stereo not drawn),5,?,?,1%,10,?
O=S(=O)(Nc1cc(Cl)ccc1-n1cncn1)c1ccc(F)cc1,/,-9%,?,/,/,-6%
Cc1cc2c(cc1C)C(c1cccc([N+](=O)[O-])c1)CC(=O)N2 (stereo not drawn),-25,6%,-27%,-3%,-3,?
CC1=C(C(N)=O)C(c2ccccc2)n2nc(-c3cccc(C)c3)nc2N1 (stereo not drawn),-5,?,/,-3%,-7,-1%
COc1cc(SC)ccc1C(=O)Nc1ccc2c(c1)OCO2,71*,-1%,59%[activator],-26%,37*,?
CC(=O)Nc1ccc(S(=O)(=O)NNC(=O)c2cc3c4ccccc4n(C)c3s2)cc1,-10,?,-4%,6%,-2,-22%
Cc1ccc(NC(=O)C2CCN(S(=O)(=O)c3ccccc3)CC2)cc1,-5,2%,-16%,1%,-3,2%
O=C(CCNS(=O)(=O)c1ccc(Br)cc1)NCC1CCCO1 (stereo not drawn),/,?,3%,/,/,10%
COc1ccc(-n2c(COc3cccc4ccccc34)nnc2SCC#N)cc1,14,-13%,13µM*,-1%,1,?
CCCCNC(=O)Nc1nc(SCC(=O)OCC)n[nH]1,9,5%,22%,-1%,0,8%
Cc1oc(-c2ccc(Cl)cc2)nc1CN1CCC(C(=O)N2CCc3ccccc3C2)CC1,15,?,/,3%,2,-18%
COc1cc(C2C(C(N)=O)=C(C)Nc3nc(CCCO)nn32)cc(OC)c1OC (stereo not drawn),-7,?,/,0%,-8,3%
O=C(Cn1nnc(-c2ccc(CN3CCOCC3)cc2)n1)N(c1ccccc1)c1ccccc1,16,?,?,-5%,-5,5%
O=C(COc1ccccc1[N+](=O)[O-])NCC1(N2CCCCC2)CCCCC1,/,-5%,-15%,/,/,-4%
CC(C)=CCN1CCN(Cc2ccc(Oc3ncccn3)cc2)CC1CCO (stereo not drawn),15,31%[activator],-2%,1%,-1,-3%
CCOC(=O)c1ccccc1NC(=O)/C=C/C(=O)O,1,36%[activator],-1%,5%,4,15%
Cc1cccc(CC(=O)N2CCN(C(=O)c3ccco3)CC2)c1,-2,0%,14%,8%,-3,16%
O=C(CN1CCOCC1)Nc1ncccn1,15,-6%,2%,0%,-4,1%
NC1=NC(=O)/C(=C/c2ccc(-c3ccc(S(N)(=O)=O)cc3)o2)S1,-6,31%[activator],47%[activator],-1%,-1,11%
O=C(Oc1ccc(-c2cnc3ccccc3n2)cc1)c1ccc(Br)o1,45,206%[activator],/,-2%,24,-9%
CCN(C(=O)CSc1nnc(-c2ccco2)n1CC)c1c(N)n(Cc2ccccc2)c(=O)[nH]c1=O,/,?,?,/,/,18%
COc1cccc(N2CC(=O)N(NC(=O)c3sc4nc(C)cc(C)c4c3N)CC2=O)c1,-5,-14%,-22%,-25%,-1,27%

4 compounds picked at random from those above:
Compound,Shiga toxin inh,Pf growth 96h,Pf growth 48h,FBPA Giardia inh,Cycloheximide cs,HCV inh
O=C(Oc1ccc(-c2cnc3ccccc3n2)cc1)c1ccc(Br)o1,45,206%[activator],/,-2%,24,-9%
O=C(CN1CCOCC1)Nc1ncccn1,15,-6%,2%,0%,-4,1%
COc1cccc(N2CC(=O)N(NC(=O)c3sc4nc(C)cc(C)c4c3N)CC2=O)c1,-5,-14%,-22%,-25%,-1,27%
CCOC(=O)c1ccccc1NC(=O)/C=C/C(=O)O,1,36%[activator],-1%,5%,4,15%

Next section
Compound,Shiga toxin inh,Pf growth 96h,Pf growth 48h,FBPA Giardia inh,Cycloheximide cs,HCV inh
Cc1cc(NC(=O)CSc2nnc(NCc3ccco3)s2)no1,/,-28%,-10%,/,/,10%
CN1C(=O)/C(=C\c2ccccc2F)Sc2ccc(C(=O)NC3CCN(Cc4ccccc4)CC3)cc21,-4,?,1.7µM*,1%,4,4µM*
CCCn1c2ccc(F)cc2c2nnc(NN)nc21,-5,1%,?,-17%,-5,?
O=C1NC(NS(=O)(=O)c2ccc(Cl)cc2)(C(F)(F)F)C(=O)N1CCc1ccccc1 (stereo not drawn),6,-26%,35%[activator],27%,-1,3%
O=C(NC1CCCCCCC1)C1c2ccccc2C(=O)N1Cc1cccs1 (stereo not drawn),-2,?,?,7%,-2,-2%
Cc1ccccc1N1CCN(C2CCCN(C(=O)c3csc(C(C)C)n3)C2)CC1 (stereo not drawn),-5,?,-19%,7%,2,/
CCN(CC)C(=O)C1CCCN(Cc2ccc(N(C)C)cc2)C1 (stereo not drawn),-3,43%[activator],41%[activator],?,-3,21%
CSc1ccc(S(=O)(=O)NCC(=O)OCC(=O)NC2(C#N)CCCCC2)cc1[N+](=O)[O-],/,26%,37%[activator],/,/,?
COc1ccc(Br)cc1/C=C\C(=O)NCc1cccnc1,-4,6%,-24%,0%,-3,?
Cc1ccc(CNC(=O)C2CCC(=O)N2Cc2ccc(C)cc2)cc1 (stereo not drawn),-18,-17%,-3%[0.00184 µM],17%,-5,12%
CN(C)/C=C1\C(=O)N(C)N=C1C(F)(F)F,4,-5%,-9%,1%,-3,8%
O=C(Nc1ccccc1Oc1cccnc1)C1CCCN(C/C=C/c2ccc(F)cc2)C1 (stereo not drawn),-8,-3%,?,8%,-3,-21%
Brc1ccc(-c2nc(-c3ccccc3)no2)o1,104*,/,200%[activator],-2%,59*,?
Cc1nnc(SCc2nc3ccccc3nc2C)s1,-8,24%,/,-3%,-3,-13%
CC(NS(=O)(=O)c1ccc(Br)cc1)C(c1cccs1)N1CCOCC1 (stereo not drawn),-9,-21%,2%,-4%,-3,5%[8.37 µM]
CCCCC(CC)C(=O)Nc1ccc(S(=O)(=O)Nc2nccs2)cc1 (stereo not drawn),-4,10%,?,7%,1,15%
CN1C(=O)/C(=C/c2cccc(Cl)c2)Sc2ccc(C(=O)NCc3cccnc3)cc21,-4,?,9.3µM*,2%,4,10µM*
CCO[C@H]1OC(C(=O)N2CCN(C)CC2)=C[C@@H](c2coc3ccccc3c2=O)[C@@H]1CCCO,-14,58%[activator],46%[activator],9%,-2,8%
CCOc1nc(NCCN2CCOCC2)nc(Nc2ccc([N+](=O)[O-])cc2)n1,-8,-11%,9%,-7%,6,-4%
Cc1ccc(C)c(NC(=O)CSc2nnc(-c3ccccc3)o2)c1,11,39%[activator],37%[activator],4%,4,4%
COc1ccc(Nc2cc(C)nc3ccccc23)cc1,-11,39%[activator],-5%,9%,-2,?
CCCCN(c1ccccc1)S(=O)(=O)c1ccc2c(c1)CCN2C(=O)CCC(=O)O,14,9.3µM*,?,28%,-1,15%
NC(=O)CSc1nnnn1CC(CC(=O)O)c1ccccc1 (stereo not drawn),-1,/,9%,3%,-2,17%&-3%
Cc1cc(C)c(NC(=O)CC(=O)c2ccccc2)c(Cl)c1,65*,8%,19%,13%,22*,5%
Cc1ccc(C)c(S(=O)(=O)N2CCCC2CNC(=O)C(=O)NCCc2ccco2)c1 (stereo not drawn),/,?,0%,/,/,?
CC(C)(CNS(=O)(=O)c1ccc(Cl)cc1)N1CCCCC1,-1,3%[5.75 µM],-6%,5%,9,15%
CCCCCN(C(=O)CCC(=O)OC(C)C(=O)NC1CCCCC1)c1c(N)n(CCCC)c(=O)[nH]c1=O (stereo not drawn),/,-17%,?,/,/,33%[activator]
Cn1cc(C(=O)NC2CCCCCCC2)c(=O)c2cc(S(=O)(=O)N3CCCC3)ccc21,-12,8.3µM*,?,4%,-4,12%&1%
O=Cc1cn(CCC(=O)O)nc1-c1cccc2ccccc12,-12,?,-16%,4%,-4,2%
CCCSc1nnc(NC(=O)c2ccco2)s1,109*,36%[activator],218%[activator],6%,24*,14%
CCOC(=O)c1c(C)n(C)c2ccc(OC)c(NC(=O)CN3CCCCC3)c12,-8,?,?,0%,-2,-1%
Cc1cc(-c2nc3ccccc3[nH]2)ccc1N,144*,?,162%[activator],-3%,24,-6%
CCOC(=O)N1CCN(CC(=O)Nc2c(C(=O)OC)[nH]c3cc(C)ccc23)CC1,-18,?,?,1%,0,?
CCOCCCN(Cc1ccco1)S(=O)(=O)c1csc(C(N)=O)c1,3,13µM*,20%,2%,-2,11%
CCOC(=O)c1cnn(-c2ncnc3sc(CC)cc23)c1N,-12,/,/,1%,-2,-13%
O=C(CC1COc2ccccc2O1)NCc1ccccc1 (stereo not drawn),11,/,-11%,2%,-2,14%
Cc1cc(C(=O)NCCc2ccccc2)c2cc(F)ccc2n1,17,-12%,45%[activator],2%,9,?
CN(CC(=O)Nc1cccc(F)c1)C(=O)c1sccc1-c1ccccc1,/,15%,3%,/,/,?
CCNC(=O)COC(=O)c1sccc1C,-3,31%[activator],60%[activator],3%,5,35%[activator]
Cc1nn(C)c(Oc2ccccc2)c1CCNC(=O)CCl,-4,10µM*,?,2%,-3,-30%
O=S1(=O)N=C(Oc2cccc3ccccc23)c2ccccc21,8,-6%,4%,-12%,-2,-9%
COc1ccccc1NC(=O)Cn1c(=O)c(N(C)C)c(N)n(C)c1=O,-7,9%,-7%,6%,-3,24%
CC1(C)OC(C)(C)/C(=C\c2ccc(OCC(N)=O)cc2)C1=O,/,-10%,-14%,/,/,35%[activator]
O=[N+]([O-])c1cc2c(cc1CN1CCN(c3ccccc3F)CC1)OCO2,-1,4%,43%[activator],?,-3,3%
O=c1c(C(c2nnnn2C2CCCCC2)N2CCCCC2)coc2ccc(Cl)cc12 (stereo not drawn),10,?,19%,4%,-1,?
CC(=O)Nc1ccc(S(=O)(=O)NCC(=O)OCC(=O)N2CCCCCC2)cc1,/,-32%,11%,/,/,14%
O=C(CN1C(=O)NC2(CCCC2)C1=O)Nc1nc2ccccc2s1,/,2%,21%,/,/,10%
Cc1cc(NC(=O)c2ccc3c(c2)OCO3)no1,106*,17%,221%[activator],1%,29*,13%
CCCn1nc(-c2ccccc2)c2nc3ccccc3nc21,-1,1%,2%,2%,-4,25%
O=C(N/N=C/c1ccccc1Cl)c1ccncc1,4,3%,14%,-3%,11,14%
O=C(CCCN=C1NS(=O)(=O)c2ccccc21)OCC(=O)c1ccc(Br)cc1,-6,23%,5%,/,0,20%
CCN1CCN(c2oc(-c3ccc([N+](=O)[O-])cc3)nc2C#N)CC1,2,31%[activator],6%,-3%,-6,-12%
CCCCN(C(=O)C1CSC2(C)CCC(=O)N12)c1c(N)n(Cc2ccccc2)c(=O)[nH]c1=O (stereo not drawn),/,?,-8%,/,/,27%
Cc1cc(F)ccc1Oc1cc(NN2CCCCC2)c([N+](=O)[O-])cc1[N+](=O)[O-],-7,?,17%,3%,-2,8%
Cc1ccc(S(=O)(=O)N2CCN(S(=O)(=O)N3CCCCC3)CC2)cc1,9,18%,15%,4%,4,5%
CCN1CCN(C(=S)Nc2ccc(Cl)c(Cl)c2)CC1,25,?,17%,0%,10,-37%

Outcome played no part in choosing rows; 24% or so of the library scored in one or more.
